# Screens (PubChem BioAssay)
# HT1080 IDH1KD tx – qHTS for induction of synthetic lethality in tumor cells producing 2HG: qHTS for the HT-1080-IDH1KD cell line; HT-1080 IDH1 knockdown viability, ATP luminescence, 48 h; Potency, µM (series often up to 46.1 µM), inactives show top-dose activity, negative = toxicity, actives largely listed as cytotoxic; 360,000 compounds, 2% hits; AID 686971, 2013;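 also: potency is read from the fitted curve at half-maximal effect; 0% = DMSO wells and -100% = cell-free medium wells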
#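 In this qHTS, HT-1080 cells depleted of IDH1 are exposed for 48 h at 37 °C to compound titrations. Toxicity is scored from CellTiter-Glo luminescence, with DMSO as full viability and medium alone as none.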
# SW480 rerep – A quantitative high throughput screen for small molecules that induce DNA re-replication in SW480 colon adenocarcinoma cells; SW480 DNA re-replication, Hoechst DNA content imaging, 48 h; Potency, µM (titrated, usually from 46.1 µM), without a hit: at the highest dose re-replication activation, most hits filed as activators; 340,000 compounds, 1.8% hits; AID 624297, 2012; also: potency is read from the fitted curve at half-maximal effect; % of control where 0% means no effect; nearly all actives have a fitted effect of over 55% in size
#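 Image-based read-out: total Hoechst fluorescence of nuclei (405 nm excitation, 500-530 nm emission), with hits raising the fraction of high-intensity nuclei. SW480 colon cells incubated 48 hr with compounds at 37 C.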
# HT1080NT lethal – qHTS for induction of synthetic lethality in tumor cells producing 2HG: qHTS for the HT-1080-NT fibrosarcoma cell line; HT-1080-NT fibrosarcoma viability, CellTiter-Glo ATP luminescence, 48 h; Potency, µM (doses to about 46.1 µM), inactives show at the highest dose activity, negative = less viability, actives largely listed as cytotoxic; 360,000 compounds, 1.6% hits;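 also: NT is the 2HG producing partner of a matched IDH1 knockdown line; potency is read from the fitted curve at half-maximal effect; 0% = DMSO-treated cells and -100% = media-only wells without cells; nearly all actives have a fitted effect of over 55% in size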
#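 750 cells/well, RPMI + 5% FBS; 2 h settle, compound pin-transfer, 48 h at 37 degrees C. CellTiter-Glo 10 min RT, luminescence. Normalized to DMSO and media-only wells.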
# GLP1R cytotox – qHTS of GLP-1 Receptor Inverse Agonists: Cytotox Screen; 410,000 compounds, 0.13% hits; Potency, µM (titrated, usually from 38.3 µM), for inactives: at the highest dose activity change, negative = inhibition, most hits filed as inhibitors; HEK293 cAMP-luciferase reporter cells, luminescence, 24 h;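 also: loss of luciferase light is scored as toxicity; potency is read from the fitted curve at half-maximal effect; % is scaled to controls: 0 for no effect and ±100 for the full control effect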
#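 Luminescence readout: signal drop marks cytotoxicity. Plated cells grew 12 h at 37 °C, 5% CO2, received 23 nL compound for 24 h, then got luciferase reagent, read after 12 min at RT.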
# DRD3 agonist – qHTS of D3 Dopamine Receptor Agonist: qHTS | D3R DiscoveRx beta-arrestin cells, luminescence, 90 min | max activation, % | D(3) dopamine receptor (Homo sapiens), P35462 | 410,000 compounds, 0.58% hits; in the data active = max activation above about 30%; also: 0% is about no effect; mostly tested at two doses, the higher about 12 µM
# Target sequence (P35462 whole entry, looked up): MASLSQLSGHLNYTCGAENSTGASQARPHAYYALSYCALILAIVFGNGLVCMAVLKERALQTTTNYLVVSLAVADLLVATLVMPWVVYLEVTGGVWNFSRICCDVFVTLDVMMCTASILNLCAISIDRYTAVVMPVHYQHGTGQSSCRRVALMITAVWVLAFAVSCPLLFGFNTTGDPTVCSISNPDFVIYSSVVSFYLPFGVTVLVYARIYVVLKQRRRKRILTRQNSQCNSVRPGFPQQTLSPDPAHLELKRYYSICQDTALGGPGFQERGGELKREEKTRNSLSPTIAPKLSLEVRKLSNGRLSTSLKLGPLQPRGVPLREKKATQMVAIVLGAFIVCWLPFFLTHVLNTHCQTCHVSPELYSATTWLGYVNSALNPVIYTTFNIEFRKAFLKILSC
#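 Agonist-mode cell screen: cells plated at 1500/well and incubated overnight at 37 °C, then exposed to library compounds for 90 min at 37 °C. Detection reagent was added for 30–60 min at room temperature, and luminescence was read.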
# MCF10A rereplic – A quantitative high throughput screen for small molecules that induce DNA re-replication in MCF 10a normal breast cells; 350,000 compounds, 2.9% hits; MCF 10A DNA re-replication, Hoechst nuclear intensity, 48 h; Potency, µM (titrated, usually from 46.1 µM), for inactives: top-dose activity, positive = re-replication, hits mostly activators; also: potency is read from the fitted curve at half-maximal effect; % of control where 0% means no effect; nearly all actives have a fitted effect of over 50% in size
# KB-3-1 tox – qHTS assay for MDR1-selective chemotherapeutics: Primary screen using the parental adenocarcinoma cell KB-3-1. KB-3-1 viability, CellTiter-Glo ATP luminescence, 72 h. AID 1347075, 2019. Potency, µM (doses to about 46.1 µM), for the others: at the highest dose activity change, negative = cytotoxic, usual class: cytotoxic. 400,000 compounds, 1.4% hits; also: potency is read from the fitted curve at half-maximal effect; % is scaled to controls: 0 for no effect and ±100 for the full control effect; nearly all actives have a fitted effect of over 60% in size
#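 Multi-concentration cytotoxicity screen in KB-3-1 cells grown in DMEM lacking phenol red with 10% FBS. After 72 h at 37 °C with compound, ATP-dependent luminescence was recorded.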
# KB-V1 MDR tox – qHTS assay for MDR1-selective chemotherapeutics: Primary screen using the drug-selected MDR subline cells KB-V1; KB-V1 MDR cells viability, CellTiter-Glo, 72 h; Potency, µM (doses to about 46.1 µM), inactives show top-dose activity change, negative = cytotoxicity, most hits filed as cytotoxic; 400,000 compounds, 3.4% hits; AID 1347076, 2019; also: potency is read from the fitted curve at half-maximal effect; % is scaled to controls: 0 for no effect and ±100 for the full control effect; nearly all actives have a fitted effect of over 60% in size
#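 Luminescent ATP read-out (CellTiter-Glo, 10 min) measures survival of drug-selected KB-V1 MDR cells after 72 h, 37 degrees C compound exposure. Medium: phenol-red-free DMEM, 10% FBS. Values from fitted concentration-response curves.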
# IL-1B inflam inh – qHTS for Inhibitors of Inflammasome Signaling: IL-1-beta AlphaLISA Primary Screen | activity change, % at 57.5 µM | THP-1 LPS/ATP IL-1B secretion, AlphaLISA, 16 h; hits give low values | AID 743279, 2014 | 360,000 compounds, 4.7% hits; in the data active = activity change below about -50%; inconclusive = mostly about -30% to -49%; also: % is scaled to controls: 0 for no effect and ±100 for the full control effect
#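 Secreted IL-1B measured by AlphaLISA bead assay after 16 h compound exposure of THP-1 cells; compounds (final up to 57.5 uM) added 1 h before LPS (250 ng/mL) and ATP (1.25 mM) stimulation; lower signal means less secretion.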
# The depositor's hits bear a star; i = inactive; ? = inconclusive; . = not tested or not shown; ! = not active in a repeat; [ ] = dose if it differs, or a comment. Unless noted, calls follow the shape of the dose curve; as a rule, active = well fitted curve in the direction sought with a large enough effect; inconclusive = small, poorly fitted or top-dose-only effect, or another doubt; inactive = no such curve, though single readings can be large; an effect the other way counts as inactive or inconclusive.
SMILES,HT1080 IDH1KD tx,SW480 rerep,HT1080NT lethal,GLP1R cytotox,DRD3 agonist,MCF10A rereplic,KB-3-1 tox,KB-V1 MDR tox,IL-1B inflam inh
CN(C)S(=O)(=O)c1cccc(NC(=O)COC(=O)/C=C/c2ccc([N+](=O)[O-])cc2)c1,-1%,-5%,-8%,-2%[0.307 µM],2,-2%,-1%,-3%,1
COc1ccc(-c2nsc3c(SCc4ccccc4)ncnc23)cc1,21%,-3%,21%,-9%,0,-2%,3%,-4%,15
Cc1ccc(-c2nc3c(c(=O)c4ccccc4n3C)c(=O)n2Cc2ccco2)cc1,3%,18µM*,-17%,11%,26,2%,10%,-25%,.
CCOc1cc(C2c3c(oc4ccc(F)cc4c3=O)C(=O)N2Cc2ccco2)ccc1O (stereo not drawn),.,.,.,-2%,5,.,9%,-16%,.
CN(C)c1ccc(/C=C(\NC(=O)c2ccccc2)C(=O)NCc2ccncc2)cc1,-3%,3%,0%,?,-12,-3%,0%,-7%,-23
CSc1n[nH]c(NC2=CC(=O)CCC2)n1,16%,19%,-9%,5%,-8,12%,2%,14%,19
Cc1cccc(NC2(C(F)(F)F)N=C(c3ccccc3)NC2=O)n1 (stereo not drawn),2%,-1%,17%,-22%,21,-17%,2%,6%,-3
Cc1ccc(S(=O)(=O)N2CCCOC2CNC(=O)C(=O)NCCC2=CCCCC2)cc1 (stereo not drawn),-19%,4%,-5%,7%,4,8%,?,2.9µM*,0
CC(=O)CCc1c(C)[nH]c2ccc(NC(C)=O)cc2c1=O,-3%,1%,-3%,-14%,2,3%,8%,0%,13
Cc1cccc(C)c1OCC(=O)NNC(=O)Nc1ccc(Cl)cc1,-9%,-1%,-1%,9%,-7,-2%,15%,0%,-8
CC(C)CNc1ncnc2c1ncn2[C@H]1CN(Cc2ccc3c(c2)OCO3)C[C@@H](CO)O1,23%,.,?,4%,0,.,0%,3%,6
CCCNC(=O)CSc1nc(Cc2ccccc2)nc2ccccc12,-6%,9.2µM*,-1%,-4%,8,14%,-7%,-20%,-59*
O=C(CSc1ccccc1C(=O)NCCCN1CCCC1=O)NCc1ccco1,2%,17%,3%,25%,-4,?,-15%,-4%,0
CCN1/C(=C/c2ccc3cc(C)ccc3[n+]2CC)Sc2ccccc21,12µM*,-8%,5.8µM*,-20%,0,14%,1.6µM*,-12%,-100*
O=C(COC(=O)C1(c2ccc(F)cc2)CCCC1)NCc1ccc2c(c1)OCO2,-26%,-6%,-22%,1%,-2,3%,2%,27%,-4
O=C(CNCC1CCCCC1)Nc1ccccc1N1CCCCC1,?,9%,?,?,0,?,?,?,-2
Cc1ccc(-c2noc(CCCc3ccccc3)n2)cc1,-2%,4%,-2%,8%,-5,4%,-12%,-6%,21
CNC(=O)/C(=C\c1cccc(Oc2ccccc2)c1)NC(=O)c1ccccc1,4%,-1%,11%,-2%,6,1%,8%,3%,?
CC1(C)C(=O)Nc2ccccc2N1C(=O)COC(=O)c1cc([N+](=O)[O-])ccc1N,-11%,-16%,0%,-16%,5,6%,-16%,?,66
Cc1cc(NC(=O)CN2CCCC(C)C2)n(-c2nc3ccccc3s2)n1 (stereo not drawn),5%,-1%,2%,3%,-2,7%,2%,?,19
COCC(C)N=C1NN=C(c2cc(C)n(Cc3ccccc3Cl)c2C)CS1 (stereo not drawn),-22%,-2%,-15%,-16%,-10,13%,-8%,-2%,?
Cc1[nH]c(C(=O)N/N=C/c2ccc(N(C)C)cc2)c(C)c1C(=O)N/N=C/c1ccc(N(C)C)cc1,-13%,19%,-13%,-8%,-1,?,-6%,5%,-18
CC(C)NC(=O)C(c1ccc(F)cc1)N(C(=O)CCC(=O)Nc1ccccn1)c1cccc(F)c1 (stereo not drawn),8%,5%,0%,-8%,1,30%,32%,18%,-19
COc1ccc(C2=NOC(C)(c3nnc(Cc4ccccc4)o3)C2)cc1 (stereo not drawn),7%,-9%,-17%,1%,-12,14%,6%,20%,0
O=C(CCNS(=O)(=O)c1ccc(Cl)cc1)N1CCOCC1,2%,9%,-1%,1%,10,-1%,.,.,5
SMILES,HT1080 IDH1KD tx,SW480 rerep,HT1080NT lethal,GLP1R cytotox,DRD3 agonist,MCF10A rereplic,KB-3-1 tox,KB-V1 MDR tox,IL-1B inflam inh
COc1ccc(CCC(=O)NC(C)C2CCCO2)cc1 (stereo not drawn),5%,0%[9.22 µM],15%,4%,3,3%,15%,?,8
Cc1ccc(NC(=O)c2cccc(-n3cnnn3)c2)cc1Cl,-1%,0.65µM*,-6%[9.24 µM],-10%,-4,?,0%,-20%,0
COc1ccccc1-c1ccc(C(=O)O)o1,6%,13%,13%,-2%,6,21%,6%,18%,3
Cc1nc2ccc(Br)cn2c1NC(C)(C)C,?,?,?,-2%,1,?,1%,-4%,15
CC(C)Oc1ccc(N2CC(C(=O)OCC(=O)NCc3ccccc3)CC2=O)cc1 (stereo not drawn),16%,-20%,5%,10%,-4,?,3%,-13%,7
COc1ccc(-c2cn(Cc3ccc(C(=O)c4ccccc4)cc3)nn2)cc1,?,?,?,-24%,0,2.6µM*,4.1µM*!,2.6µM*!,20
O=C(CCc1ccccc1)NC1CCS(=O)(=O)C1 (stereo not drawn),1%,0%,2%,1%,-6,3%,16%,0%,-4
CCOC(=O)c1[nH]c(C)c(CN(CCc2ccccc2)S(C)(=O)=O)c1C,0%,1%,6%,-17%,1,-2%,8%,0%,10
COc1ccccc1C(=O)OCc1cc(=O)n2nc(C(C)C)sc2n1,.,.,.,-2%,3,.,3%,24%,.
O=C(CCc1cn(Cc2ccc(F)cc2)c2ccccc12)N1CCOCC1,1%,3%,3%,3%,0,3%,2%,?,4
Cc1ccc(C2=NN=C(NC(=O)CSc3nnc4c5ccccc5n(C)c4n3)SC2)cc1,29µM*,?,?,-4%,-10,-45%[inhibitor],?,?,0
CN(CC(=O)Nc1c(Cl)cccc1Cl)C(=O)C1CSC2(C)CCC(=O)N12 (stereo not drawn),0%,?,1%,-2%,7,7%,-1%,21%,15
c1ccc2c(c1)ncc1cccn12,-20%,-1%,1%,30%[activator],-5,1%,0%,3%,20
COc1ccc(N2CCN(Cc3cc4c(cc3O)CCC4)CC2)cc1,-10%,4%,2%,13%,-5,22%,?,?,4
CC[C@]12c3[nH]c4cc(-c5ccco5)ccc4c3CCN1C(=O)[C@@H](CC(=O)NCCCN(C)C)C[C@@H]2C(=O)N1CCN(C(=O)c2ccco2)CC1,5%,-10%,6%,0%,0,?,5%,16%,11
Cc1ccc(-n2ncc(C(=O)NC3CCN(Cc4ccccc4)CC3)c2C2CCN(C(=O)OC(C)(C)C)CC2)cc1C,.,.,.,0%,-9,.,-9%,-8%,.
O=C(NCc1cc(Cl)cc(Cl)c1)c1csc([C@@H]2O[C@H](CO)[C@H](O)[C@H](O)[C@H]2O)n1,6%,.,11%,-1%,-5,.,6%,-5%,6
CCCn1c(O)c(N=NC(=O)CNC(=O)c2cccnc2)c2ccccc21,-5%,1%,-5%,-14%,-1,-1%,6%,?,-4
O=C(N/N=C/c1ccccn1)c1cc(-c2ccc(Br)cc2)nc2ccccc12,?,14%,?,?,-52,?,?,0%,-96*
CCOc1ccc(C(=O)NCCCCNC(=O)c2ccc(OCC)cc2)cc1,11%,-7%,16%,1%,3,-6%,9%,0%,13
NC(=O)CSc1nnc2n(N)c(=O)c3ccccc3n12,-3%,-9%,1%,-1%,2,0%,5%,-2%,6
CCOc1ccc(N2C(=O)CC(N3CCN(C(=O)c4ccco4)CC3)C2=O)cc1 (stereo not drawn),3%,-3%,0%,14%,3,-1%,1%,34%,5
CCCCOC(=O)CSc1ncnc2sc3c(c12)CCC(C)C3 (stereo not drawn),.,.,.,-2%,-5,.,-3%,?,.
Cc1ccnc(NC(=O)C2CCN(S(=O)(=O)c3c(C)c(C)cc(C)c3C)CC2)c1,-8%,16µM*,-10%,?,2,?,?,?,i
Cc1cc(Nc2ccccc2)c2c([N+](=O)[O-])cc(C)c(C)c2n1,-15%,-1%,-15%,-4%,2,?,-2%,-15%,-4
CC(C)CN(CC(C)C)c1nnc(N)s1,2%,-5%,2%,12%,4,1%,1%,1%,29
COc1cc(OC)c(NC(=O)Nc2sc3nc4n(c(=O)c3c2C)CCC(C)CC4)cc1Cl (stereo not drawn),.,.,.,2%,-17,.,1%,18%,.
COc1ccc(C(=O)CN2C(=O)NC3(CCCc4ccccc43)C2=O)c(OC)c1 (stereo not drawn),6%,-6%,0%,-9%,-11,1%,-3%,14%,-8

# Record cards (already shown):
# Listed for CC(C)Oc1ccc(N2CC(C(=O)OCC(=O)NCc3ccccc3)CC2=O)cc1 (stereo not drawn) → HT1080 IDH1KD tx = 16%; SW480 rerep = -20%; HT1080NT lethal = 5%; GLP1R cytotox = 10%; DRD3 agonist = -4; MCF10A rereplic = ?; KB-3-1 tox = 3%; KB-V1 MDR tox = -13%; IL-1B inflam inh = 7
# Listed for Cc1nc2ccc(Br)cn2c1NC(C)(C)C → HT1080 IDH1KD tx = ?; SW480 rerep = ?; HT1080NT lethal = ?; GLP1R cytotox = -2%; DRD3 agonist = 1; MCF10A rereplic = ?; KB-3-1 tox = 1%; KB-V1 MDR tox = -4%; IL-1B inflam inh = 15
